SW480 rerep: DNA re-replication induction in SW480 cells | SW480 DNA re-replication, Hoechst DNA content imaging, 48 h | Potency, µM (doses to about 46.1 µM), inactives show at the top dose re-replication activation, usual class: activators | 340,000 tested, 1.8% active | AID 624297; also: potency is read from the fitted curve at half-maximal effect; % of control where 0% means no effect; nearly all actives have a fitted effect of over 55% in size
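250 cells/well; 23 nL cpd via pin tool; 48 hr, 37 C, 5% CO2; Hoechst 40 min; imager read of total nuclear intensity, ex 405/em 500-530 nm.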
KB-3-1 cytotox: kills parental KB-3-1 adenocarcinoma cells. KB-3-1 viability, CellTiter-Glo ATP luminescence, 72 h. Potency, µM (top dose mostly 46.1 µM), for inactives: at the top dose activity change, negative = cytotoxic, most hits filed as cytotoxic. 400,000 tested, 1.4% active. AID 1347075; also: potency is read from the fitted curve at half-maximal effect; % is scaled to controls: 0 for no effect and ±100 for the full control effect; nearly all actives have a fitted effect of over 60% in size
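Multi-concentration cytotoxicity screen in KB-3-1 cells grown in DMEM lacking phenol red with 10% FBS. After 72 h at 37 °C with compound, ATP-dependent luminescence was recorded.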
IL1B secr inh: inhibitors of inflammasome signaling (IL-1 beta secretion) | 360,000 tested, 4.7% active | THP-1 LPS/ATP IL-1B secretion, AlphaLISA, 16 h; stronger effect = lower value | activity change, % at 57.5 µM; in the data active = activity change below about -50%; inconclusive = mostly about -30% to -49%; also: % is scaled to controls: 0 for no effect and ±100 for the full control effect
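THP-1 cells pretreated 1 hr with compounds (up to 57.5 uM final), then stimulated with LPS (250 ng/mL final) plus ATP (1.25 mM final); secreted IL-1B measured by AlphaLISA after 16 hr, decreased signal indicating inhibition.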
HT1080 IDH1KD tx: HT-1080 IDH1 knockdown cell toxicity (counter line); HT-1080 IDH1 knockdown viability, ATP luminescence, 48 h; Potency, µM (series often up to 46.1 µM), without a hit: at the highest dose activity, negative = toxicity, usual class: cytotoxic; 360,000 tested, 2% active; AID 686971;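 also: potency is read from the fitted curve at half-maximal effect; 0% = DMSO wells and -100% = cell-free medium wells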
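Knockdown cells (IDH1KD HT-1080) received compounds 2 h after plating at 750 cells/well and were kept 48 h at 37 °C in 5% FBS RPMI. A CellTiter-Glo luminescence read gave % activity for curve fitting.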
ATXN2 expr inh: ATXN2 expression inhibition | HEK-293 ATXN2-luciferase reporter, luminescence, 24 h | Potency, µM (highest dose often 57 µM), inactives show at the highest dose activity change, negative = inhibition, hits mostly inhibitors | 360,000 tested, 0.72% active; also: potency is read from the fitted curve at half-maximal effect; % is scaled to controls: 0 for no effect and ±100 for the full control effect; nearly all actives have a fitted effect of over 55% in size
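qHTS (up to 57 uM final) was run with 24 h compound exposure of reporter cells at 37 °C. Each well was multiplexed: SteadyGlo luminescence measured ATXN2-luciferase expression after a fluorogenic Gly-Phe-AFC viability readout (25 uM final).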
MCF10A rereplic: DNA re-replication induction in MCF 10a cells; AID 624296; Potency, µM (highest dose often 46.1 µM), for the others: at the top dose activity, positive = re-replication, actives largely listed as activators; 350,000 tested, 2.9% active; MCF 10A DNA re-replication, Hoechst nuclear intensity, 48 h; also: potency is read from the fitted curve at half-maximal effect; % of control where 0% means no effect; nearly all actives have a fitted effect of over 50% in size
KB-V1 cytotox: KB-V1 MDR subline cytotoxicity | 400,000 tested, 3.4% active | Potency, µM (top dose mostly 46.1 µM), for the others: at the top dose activity change, negative = cytotoxicity, most hits filed as cytotoxic | KB-V1 MDR cells viability, CellTiter-Glo, 72 h | AID 1347076; also: potency is read from the fitted curve at half-maximal effect; % is scaled to controls: 0 for no effect and ±100 for the full control effect; nearly all actives have a fitted effect of over 60% in size
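Compound-treated KB-V1 multidrug-resistant cells, 72 h, 37 degrees C; viability by CellTiter-Glo. Fitted qHTS curves give the values.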
ATXN viability: cell viability loss in ATXN counter-screen; AID 651635; S2 cells (HEK-293 line with an ATXN2-luciferase reporter) viability, CellTiter-Fluor protease fluorescence, 24 h; 400,000 tested, 0.49% active; Potency, µM (titrated, usually from 56.7 µM), most hits filed as cytotoxic; also: potency is read from the fitted curve at half-maximal effect; nearly all actives have a fitted effect of over 40% in size
HT1080-NT tox: kills 2HG-producing HT-1080-NT fibrosarcoma cells; HT-1080-NT fibrosarcoma viability, CellTiter-Glo ATP luminescence, 48 h; Potency, µM (highest dose often 46.1 µM), inactives show at the top dose activity, negative = less viability, usual class: cytotoxic; 360,000 tested, 1.6% active;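 also: NT is the 2HG producing partner of a matched IDH1 knockdown line; potency is read from the fitted curve at half-maximal effect; 0% = DMSO-treated cells and -100% = media-only wells without cells; nearly all actives have a fitted effect of over 55% in size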
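Viability of the 2HG-overproducing fibrosarcoma line after 48 hours of compound exposure at 37 degrees C was determined by luminescence with CellTiter-Glo, and concentration-effect curves were then fitted and categorized.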
An asterisk follows results filed as active; i = inactive; ? = inconclusive; . = no result given; & = joins results of further samples; [ ] = another dose, or the depositor's remark. Unless noted, calls follow the shape of the dose curve; as a rule, active = well fitted curve in the direction sought with a large enough effect; inconclusive = small, poorly fitted or top-dose-only effect, or another doubt; inactive = no such curve, though single readings can be large; an effect the other way counts as inactive or inconclusive.

Start of the listing, in advance (four entries):
SMILES	SW480 rerep	KB-3-1 cytotox	IL1B secr inh	HT1080 IDH1KD tx	ATXN2 expr inh	MCF10A rereplic	KB-V1 cytotox	ATXN viability	HT1080-NT tox
CC(=O)Nc1ccc(NC(=O)c2ccc([N+](=O)[O-])cc2Cl)cc1	4%	?	13	-3%	4%	2%	?	i	-4%
Cc1ccc(C)c(Oc2coc3cc(O)ccc3c2=O)c1	11%	-26%	-6	9%	.	-3%	-22%	.	5%
Cc1c(Cl)cccc1NC(=O)COC(=O)CN1C(=O)NC(C)(C)C1=O	-7%	0%	-7	1%	7%	3%	16%	i	10%
NS(=O)(=O)c1cccc(NC(=O)CSc2n[nH]c(-c3cccs3)n2)c1	4%	11%	24	2%	.	-3%	?	.	6%

Main list (from the top)
SMILES	SW480 rerep	KB-3-1 cytotox	IL1B secr inh	HT1080 IDH1KD tx	ATXN2 expr inh	MCF10A rereplic	KB-V1 cytotox	ATXN viability	HT1080-NT tox
CC(=O)Nc1ccc(NC(=O)c2ccc([N+](=O)[O-])cc2Cl)cc1	4%	?	13	-3%	4%	2%	?	i	-4%
Cc1ccc(C)c(Oc2coc3cc(O)ccc3c2=O)c1	11%	-26%	-6	9%	.	-3%	-22%	.	5%
Cc1c(Cl)cccc1NC(=O)COC(=O)CN1C(=O)NC(C)(C)C1=O	-7%	0%	-7	1%	7%	3%	16%	i	10%
NS(=O)(=O)c1cccc(NC(=O)CSc2n[nH]c(-c3cccs3)n2)c1	4%	11%	24	2%	.	-3%	?	.	6%
Cc1cc(OC(F)F)ccc1NC(=S)NC1CCCC1	?	9%	8	6%	4%	9%	0%	i	14%
C=CCN1CCN(C(=O)c2ccc(-c3ccccc3)cc2)CC1	1%	3%	-18	-10%	-1%	2%	-5%	i	-1%
CCOc1ccc(N(C(C)C(=O)NC2CCCCCC2)S(C)(=O)=O)cc1 (stereo unspecified)	-3%[9.22 µM]	-28%	27	-6%	12%	-1%	-14%	i	0%
CN(C)c1nn(C(=O)Nc2ccc(Cl)cc2Cl)cc1-c1ccccc1	-8%	0%	-3	13%	1%	-4%	-1%	i	7%
CCCc1cc(=O)[nH]c(SCc2ccc(F)cc2)n1	-4%	3%	39	-2%	-11%	-3%	11%	i	-3%
O=S(=O)(CCSc1ccccn1)c1nc2ccccc2s1	?	-5%	-106*	7.9µM*	?	?	-11%	.	20µM*
CCCCCCC1C(C#N)=C(N)OC2=C1C(=O)CCC2 (stereo unspecified)	-4%	2%	24	4%	-2%	8%	-5%	i	0%
O=C(NN1C(=O)/C(=C/c2cccs2)SC1=S)c1ccccc1	15%	11%	-3	5%	-9%	5%	14%	i	-2%
CCCNC(=O)c1cc(C)no1	-2%	0%	-15	0%	-1%	-1%	24%	i	1%
O=S(=O)(Nc1ccc(Br)cc1)c1cccc2cccnc12	?	-16%	-14	16%	-6%	2%	-11%	i	-1%
COc1ccc(CN2C(=O)C(CC(=O)NC3CCCC3)CC(C(=O)N(C)C)=C2C)cc1 (stereo unspecified)	.	3%	-13	3%	-2%	.	0%	i	2%
O=S(=O)(O)c1cc(O)c(N=Nc2ccc(O)cc2O)c2ccccc12	-6%	?	-26	?	?	-3%	0%	.	?
COc1ccc(NC2CCCCC2NS(=O)(=O)c2ccc(C)cc2)cc1 (stereo unspecified)	-4%	0%	20	-5%	-14%	10%	-9%	i	-5%
Cc1cccc(C(=O)NCC(=O)Nc2ccncc2)c1	0%	-13%	11	6%	-5%	0%	-20%	i	5%
Cc1ccc(N=C2NC(=O)c3cccc([N+](=O)[O-])c32)cc1	-18%	18%	15	13%	43%[activator]	-3%	-2%	i	12%
CC(C)C[C@@H]1COc2cc(N3CCC[C@H]3CO)ccc2S(=O)(=O)N1	.	9%	19	1%	8%	.	-17%	i	16%
COc1cccc(-c2nnc(SCC(N)=O)n2-c2ccc(Cl)cc2)c1	-5%	2%	4	0%	-12%	-1%	-18%	i	4%
O=C(N1CCCCC1)N1CCN(C(=O)N(c2ccccc2)c2ccccc2)CC1	8%	-3%	9	-5%	-12%	-2%	?	i	-8%
O=C(C[C@H]1C[C@H](C(=O)N2CCOCC2)[C@@]2(CCC3CCCC3)c3[nH]c4ccc(Cl)cc4c3CCN2C1=O)NCc1ccco1	?	?	-25	-4%	-6%	?	?	i	-5%
COc1ccccc1NC(=O)NNC(=O)CCc1ccccc1	-9%	9%	9	5%	2%	4%	27%	i	16%
O=C(OCc1ccc([N+](=O)[O-])cc1)C1CC(=O)N(Cc2ccccc2Cl)C1 (stereo unspecified)	-6%	3%	19	-7%	19%	3%	-2%	i	6%
CCn1c(=O)cc(SCC(=O)Nc2ccc(OC)c(OC)c2)c2ccccc21	-19%	-19%	?	-7%	1%	4%	-22%	i	-6%
CCN1CCCc2cc(CN(CCN3CCOCC3)C(=S)Nc3ccccc3C)ccc21	3%	-12%	25	1%	-16%	-1%	0%	i	-3%
CCCCCOc1ccc(/C=C/C(=O)Nc2sc3c(c2C(=O)OCC)CCC3)cc1OC	.	7%	.	.	-13%	.	20%	i	.
CCOC(=O)c1ccc(NC(=O)CCn2c(=O)oc3ccccc32)cc1	-1%	0%&2%	-8	13%	5%&14%	-4%	?	i	1%
CC1CCCCN1Cc1ccc(-c2nnn(CC(=O)NC3CCCCC3)n2)cc1 (stereo unspecified)	1%	-1%	1	-4%	0%	14%	-22%	i	0%
c1cc(N2CCOCC2)ccc1-c1ccc2nncn2c1	.	0%	3	-2%	14%	.	-2%	i	?
COc1ccc([N+](=O)[O-])cc1NS(=O)(=O)c1cc(C(=O)NCc2cccnc2)ccc1Cl	-3%	-2%	22	8%	.	1%	18%	?	0%
CCCC(=O)Nc1ccc(C(=O)NCCc2ccc(F)cc2)cc1	5%	17%	9	30%	25%	-2%	15µM*	i	17%
O=C1C2=C(c3ccccc31)[N+](=O)C1CCCCC1N2[O-] (stereo unspecified)	-3%	-11%	0	10%	18%	-9%	4%	i	15%
COc1ccc(C(=O)NCc2ccco2)cc1S(=O)(=O)N1CCOCC1	-40%[inhibitor]	11%	0	12%	-4%	8%	-6%	?	17%
COC(=O)C1=C(C)NC2=C(C(=O)CC(c3cccs3)C2)C1c1ccsc1 (stereo unspecified)	?	?	0	?	-24%	?	7.3µM*	?	-7%
CS(=O)(=O)Nc1ccc(C(=O)NCCSCc2ccccc2)cc1	-3%	9%	-11	-3%	-11%	6%	17%	i	-16%
COc1ccc(-c2[nH]c3ccccc3c2SCCNC(=O)c2cc(OC)c(OC)c(OC)c2)cc1	.	-17%	.	.	0%	.	?	?	.
O=C(CCC(=O)N1CCN(c2ccccc2)CC1)Nc1nnc(C2CCCCC2)s1	-19%	0%	8	13%	13%	7%	-27%	i	4%
Cc1c(Br)c(-c2n[nH]c(=S)n2Cc2ccco2)nn1C	-300%[inhibitor]	10%	15	19%	2%	-1%	1%	?	-1%
Cc1cc(C)c(OCC(=O)OCC(=O)N2CCCc3ccccc32)c(C)c1	-33%[inhibitor]	4%	19	8%	-3%	-1%	2%	i	13%
CCCCn1c(C(C)NC(=O)c2cccs2)nc2ccccc21 (stereo unspecified)	0%	-10%	-20	-1%	24%	3%	-27%	i	1%
CC(=O)Nc1ccc(C(=O)NNC(=O)c2ccc(Cl)cc2Cl)cc1	0%	6%	-9	-1%	-32%	6%	-2%	i	4%
COc1cc(C(=O)NN=Cc2ccc(N(C)C)cc2)cc(OC)c1OC	.	1.5µM*	0	2.9µM*	.	.	3.7µM*	i	3.7µM*
CN(c1ccccc1)S(=O)(=O)c1cccc(NC(=O)CSc2nncn2C)c1	-8%	-7%	8	7%	19%	-5%	-1%	i	19%
FC(F)Oc1ccc(NC(=S)NNc2ccnc3cc(Cl)ccc23)cc1	12µM*	16µM*	-93*	21µM*	?	?	?	?	26µM*
Cc1cnc2c(c1)C(=O)c1ccccc1-2	-11%	6%	-4	-2%	.	?	-4%	.	15%
CCN(C(=O)CSc1nnc(-c2cc(OC)c(OC)c(OC)c2)o1)c1ccccc1	.	-4%	.	.	5%	.	?	i	.
COc1ccccc1CNC(=O)COC(=O)c1ccc(Cl)c(N)c1	?	2%	-10	-4%	.	0%	0%	i	-4%
O=C(COc1ccc2c(c1)OCO2)Nc1ccccc1F	-10%	5%	45	2%	56%[activator]	1%	-1%	i	-16%

The list continues.
SMILES	SW480 rerep	KB-3-1 cytotox	IL1B secr inh	HT1080 IDH1KD tx	ATXN2 expr inh	MCF10A rereplic	KB-V1 cytotox	ATXN viability	HT1080-NT tox
COc1ccc(CNC(=S)Nc2ccccc2)cc1	?	12%	13	15%	4%	?	25%	i	4%
CCCc1ccc(C(O)c2ncc(-c3cccc(OC)c3)[nH]2)cc1 (stereo unspecified)	.	-21%	26	-10%	-5%	.	?	i	?
Cc1cc(/C=C2\SC(=S)NC2=O)c(C)n1-c1cccc(O)c1	6%	-5%	29	-15%	74%[activator]	12%	17%	?	-10%
COc1ccc(NC(=O)N2CCn3c2nc2ccccc23)cc1	2%	1%	18	-25%	23%	3%	?	i	-2%
O=C(N/N=C/c1cccc2nccnc12)c1ccncc1	?	-7%	33	?	-26%	10%	-3%	i	-23%
Cc1ccc(-c2noc(CSc3nnc(-c4ccncc4)n3-c3ccc(C)cc3)n2)cc1	?	?	0	?	-22%	21%	-19%	i	-24%
CC(C)n1c(SCC(=O)Nc2ccc3c(c2)OCO3)nc2c1c(=O)n(C)c(=O)n2C	6%	5%	13	-15%	-17%	-2%	17%	i	4%
CNC(=O)CCC(=O)Nc1ccc(C)cc1	-10%	-9%	12	-2%	-4%	18%	-4%	i	-2%
OC(c1ccc(F)c(F)c1)c1nc(-c2ccc3ccccc3c2)cs1 (stereo unspecified)	.	0%	-11	?	18%	.	9%	?	?
O=C(OCc1cc(Cl)cc2c1OCOC2)c1cccnc1Cl	4%	10%	2	9%	-1%	0%	-2%	i	0%

Compounds were not picked by outcome; about 11% have a hit in one of these screens.
